High-throughput results deposited in PubChem by The Scripps Research Institute Molecular Screening Center.
PAD4 inh – PAD4 (human) enzyme inhibition | Q9UM07 | recombinant PAD4, RCA probe fluorescence polarization | inhibition, % at 6.36 µM | hit rate 0.41% among 330,000 | AID 485272;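 active means percent inhibition above a cutoff equal to the mean of all tested compounds plus 3 SD, cut at about 15% in these data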;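 further: 0% = PAD4 with RCA probe and DMSO and 100% = probe without PAD4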
Target sequence (Q9UM07 whole entry, looked up): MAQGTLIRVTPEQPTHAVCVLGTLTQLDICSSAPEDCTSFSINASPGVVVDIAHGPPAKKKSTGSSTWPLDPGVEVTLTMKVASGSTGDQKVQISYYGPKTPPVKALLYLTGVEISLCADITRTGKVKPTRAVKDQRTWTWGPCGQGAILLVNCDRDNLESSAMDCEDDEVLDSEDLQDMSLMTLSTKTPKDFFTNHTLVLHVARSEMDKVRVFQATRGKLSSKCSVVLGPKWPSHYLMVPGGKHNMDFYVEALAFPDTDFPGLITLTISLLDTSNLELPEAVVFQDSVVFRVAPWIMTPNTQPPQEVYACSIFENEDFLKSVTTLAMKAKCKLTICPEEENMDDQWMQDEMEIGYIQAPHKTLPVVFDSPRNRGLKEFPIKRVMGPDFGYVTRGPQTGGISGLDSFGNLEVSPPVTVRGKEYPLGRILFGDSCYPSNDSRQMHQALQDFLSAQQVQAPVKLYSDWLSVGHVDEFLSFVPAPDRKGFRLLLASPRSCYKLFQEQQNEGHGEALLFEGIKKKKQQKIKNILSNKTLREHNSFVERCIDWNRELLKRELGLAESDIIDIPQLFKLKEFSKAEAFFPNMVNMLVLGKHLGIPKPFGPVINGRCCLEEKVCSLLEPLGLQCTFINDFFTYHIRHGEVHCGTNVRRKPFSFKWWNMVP
LYPLA2 inh – blocks human lysophospholipase 2, a PME1 counter-screen. recombinant LYPLA2, FP-Rh probe fluorescence polarization. inhibition, % at 5.9 µM. AID 2177. O95372. hit rate 0.38% among 320,000;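 active means inhibition above the screen-wide mean plus 3 SD, limit set per campaign, cut at about 26% in these data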;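 further: 0% = LYPLA2 with DMSO and 100% = wells lacking LYPLA2 enzyme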
GSTO1 counter – blocks human GSTO1 in RBBP9 counter-screen | hit rate 1.1% among 300,000 | recombinant GSTO1, activity-based probe fluorescence polarization | P78417 | AID 1974 | inhibition, % at 5.96 µM;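 active means inhibition above the campaign mean inhibition plus 3 SD, cut at about 35% in these data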;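 further: 0% = GSTO1-1 with DMSO and 100% = wells lacking GSTO1-1 enzyme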
PAFAH1B2 FP inh – PAFAH1B2 (human) inhibition. hit rate 1.2% among 340,000. recombinant PAFAH1B2, FP-rhodamine activity probe, fluorescence polarization. inhibition, % at 3.39 µM. P68402;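 active means inhibition above the mean of all tested compounds plus 3 SD, cut at about 24% in these data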;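 further: 0% = enzyme with DMSO and 100% = wells lacking PAFAH1B2; many of its hits are not listed in these tables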
Target sequence (P68402 whole entry, looked up): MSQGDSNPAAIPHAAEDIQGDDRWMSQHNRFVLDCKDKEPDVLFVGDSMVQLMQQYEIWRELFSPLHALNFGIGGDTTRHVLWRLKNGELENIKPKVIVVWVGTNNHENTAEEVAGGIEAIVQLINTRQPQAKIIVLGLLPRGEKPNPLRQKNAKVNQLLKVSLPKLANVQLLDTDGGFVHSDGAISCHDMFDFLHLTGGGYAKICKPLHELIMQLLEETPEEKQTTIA
PREPL inh – inhibitors of human prolyl oligopeptidase-like enzyme PREPL. Q4J6C6. recombinant PREPL, fluorescence polarization activity-based probe. inhibition, % at 5.96 µM. hit rate 0.68% among 320,000. AID 2751; in the data active means inhibition above about 43%;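 further: 0% = enzyme with DMSO and 100% = wells lacking enzyme; many of its hits are not listed in these tables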
PAFAH1B3 inh – PAFAH1B3 (human) inhibition; recombinant PAFAH1B3, FP-rhodamine probe, fluorescence polarization; inhibition, % at 3.39 µM; hit rate 0.28% among 340,000; AID 492972;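 active means inhibition above the screen-wide average of all tested compounds plus 3 SD, cut at about 25% in these data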;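 further: 0% = enzyme with DMSO only and 100% = wells lacking PAFAH1B3 protein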
PME-1 inh – PME-1 (human) inhibition; Q9Y570; recombinant PME-1, FP-Rh probe fluorescence polarization; inhibition, % at 5.9 µM; hit rate 0.53% among 320,000; AID 2130;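 active means inhibition above the campaign mean of all compounds plus 3 SD, cut at about 26% in these data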;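 further: competitive labeling of PME-1 active site by serine hydrolase directed probe; 0% = PME-1 with DMSO and 100% = wells lacking PME-1 enzyme; inhibitors block probe labeling so polarization falls and inhibition rises; many of its hits are not listed in these tables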
pPAFAH FP inh – inhibitors of human plasma PAF acetylhydrolase (pPAFAH). Q13093. recombinant pPAFAH, FP-rhodamine probe fluorescence polarization. inhibition, % at 3.39 µM. hit rate 1.5% among 330,000. AID 463082;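 active means inhibition above the mean inhibition across the screen plus 3 SD, cut at about 25% in these data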;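 further: inhibitors block binding of the rhodamine activity-based probe so polarization drops; 0% = enzyme with DMSO and 100% = wells lacking pPAFAH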
LYPLA1 inh – LYPLA1 (human) inhibition in PME1 counter-screen | O75608 | recombinant LYPLA1, FP-Rh probe fluorescence polarization | inhibition, % at 5.9 µM | hit rate 0.16% among 320,000 | AID 2174;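 active means inhibition above the mean of all tested compounds plus 3 SD, set per campaign, cut at about 14% in these data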;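 further: inhibitors block serine hydrolase probe labeling of LYPLA1 so polarization falls; 0% = enzyme with DMSO and 100% = wells lacking LYPLA1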
* marks the source's active call; other numbers are inactive results; · = no result given.

mol	PAD4 inh	LYPLA2 inh	GSTO1 counter	PAFAH1B2 FP inh	PREPL inh	PAFAH1B3 inh	PME-1 inh	pPAFAH FP inh	LYPLA1 inh
C=CC[C@]12C[C@@H](OC)C(=O)C=C1O[C@@H](c1ccc(OC)c(OC)c1)[C@H]2C	0	1	-8	6	-4	5	-2	0	-1
CC(/C=C/c1ccccc1)=N/NC(=O)CNC(=O)c1ccccc1F	-5	-1	14	5	8	6	-1	3	-1
COCCCNC(=O)CN1C(=O)c2ccccc2C1=O	3	2	-4	-4	6	2	-2	4	6
O=c1[nH]c(C2CCN(S(=O)(=O)c3ccc4c(c3)OCCO4)CC2)nc2c1nnn2Cc1ccc(F)cc1	0	-11	7	3	-4	-1	20	7	-8
Cc1ccsc1C(=O)Nc1nccs1	-4	15	-2	0	-4	5	2	9	-1
CSCC(=O)NCC1(N(C)Cc2ccccc2)Cc2ccccc2C1	-5	0	-1	-3	-6	11	-9	-6	1
CCOC(=O)CNC(=O)c1ccc(C#CC2(O)CCCCC2)cc1	-1	9	0	2	6	-1	4	2	1
COc1cccc(Oc2c(C)oc3c(CN4CCCCC4)c(O)ccc3c2=O)c1	0	5	-1	-4	-1	-2	-2	0	6
CC(C(=O)N1CCCCC1)n1sc2ccccc2c1=O (stereo unspecified)	-3	6	2	-4	1	3	4	4	1
N=c1c2c(-c3ccccc3)c(-c3ccccc3)oc2ncn1Cc1ccco1	2	-4	-8	2	8	2	-3	1	-2
COc1cccc(OC)c1C(=O)Nc1ccc(N2CCN(S(C)(=O)=O)CC2)cc1	3	4	-4	3	1	12	0	-1	2
O=C(CSc1nc(-c2ccccc2)cs1)NC(=O)NCc1ccco1	4	-3	-9	4	2	7	6	7	0
CCOC(=O)C1(CCCc2ccccc2)CCN(C(=O)C(C)n2cncn2)CC1 (stereo unspecified)	2	-1	2	11	10	1	3	7	0
O=C(O)CC/C(=N/Nc1ccc([N+](=O)[O-])cc1)C(=O)O	-4	2	5	3	2	-1	0	0	-1
Cc1cc(O)c(NC(=O)c2cccc([N+](=O)[O-])c2)cc1C	-3	2	3	3	6	-2	4	1	-1
O=C(CSc1ncccc1-c1nc2ccccc2[nH]1)NC1CC1	-1	2	9	-1	9	-8	1	2	-2
N#Cc1c(-n2cccc2/C=N/O)sc2c1CCCC2	-6	-10	-1	5	-28	4	-2	-5	-5
COc1ccc(C(=O)Nc2ccc(NC(=O)c3cccs3)cn2)cc1	1	-11	-4	5	-15	1	-13	3	-12
CN(Cc1ccc(-n2cccn2)cc1)Cc1nc(-c2cnccn2)no1	-1	0	11	-2	23	3	1	4	-1
CN1CCOC(=O)/C1=N/Nc1cc(Cl)ccc1Cl	-7	11	-1	1	4	1	0	2	4
CSCC[C@H](NC(=O)c1cccc(S(=O)(=O)N2CCN(C)CC2)c1)c1nc2ccccc2[nH]1	2	·	·	4	-2	1	·	3	·
COc1cccc(NC(=O)CNC(=O)c2ccc(F)cc2)c1	0	3	-2	4	-7	7	5	1	1
CCCN(CCC)S(=O)(=O)c1ccc(Cl)c([N+](=O)[O-])c1	-4	0	35*	7	3	3	-5	-4	-2
O=C(Nc1ccc(N2CCOCC2)c(Cl)c1)c1ccc(S(=O)(=O)N2CCOCC2)cc1	-2	7	1	5	8	15	-9	3	1
CSc1nc2ccccc2c(=O)n1N	0	-5	0	4	7	17	0	5	0
Cc1cc(C)c2c(=O)[nH]c(SCC(=O)N3CCCCC3)nc2n1	-2	5	2	5	0	4	2	1	2
Cc1ccc(Cn2c(SCC(=O)N/N=C/c3ccccc3OCC(=O)O)nc3ccccc32)cc1	3	-7	-1	3	-29	9	-5	6	-6
CC(C)Cc1nc(SCC(=O)N2CCCCC2)c2c(=O)n(C)c(=O)n(C)c2n1	-2	-2	-1	-5	33	4	9	7	-1
CC1(C)CC(=O)C2=C(C1)OC(N)=C(C#N)C21C(=O)N2CCCc3cccc1c32 (stereo unspecified)	1	-3	2	2	1	0	-7	5	-2
CCCc1nc2c(sc3nc4c(cc32)COC(C)(C)C4)c(=O)o1	-2	1	-2	0	-3	4	2	1	0

Quoted from the listing.
GSTO1 counter with `COc1cccc(OC)c1C(=O)Nc1ccc(N2CCN(S(C)(=O)=O)CC2)cc1` is entered as -4
PAFAH1B2 FP inh with `O=C(CSc1ncccc1-c1nc2ccccc2[nH]1)NC1CC1` is entered as -1
PAFAH1B3 inh with `CSCC[C@H](NC(=O)c1cccc(S(=O)(=O)N2CCN(C)CC2)c1)c1nc2ccccc2[nH]1` is entered as 1

(continued)
mol	PAD4 inh	LYPLA2 inh	GSTO1 counter	PAFAH1B2 FP inh	PREPL inh	PAFAH1B3 inh	PME-1 inh	pPAFAH FP inh	LYPLA1 inh
CCOC(=O)c1ccc(NC(c2ccc(N(C)C)cc2)P(=O)(OC(C)C)OC(C)C)cc1 (stereo unspecified)	1	6	-1	3	5	2	7	1	2
CNC(=O)c1c(NC(=O)CCS(=O)(=O)c2ccccc2)sc(C)c1C	1	-3	6	-3	0	0	-5	1	1
C/C(=N/NC(=O)CNC(=O)c1ccccc1F)c1ccc2c(c1)CCCC2	1	-1	-2	-2	0	-10	-7	6	-2
COC(=O)C(N)Cc1ccc(O)cc1 (stereo unspecified)	-1	-2	-6	4	17	2	-5	-1	0
CCn1c(SCC(=O)Nc2ccc(-c3nc4ccc(C)cc4s3)cc2)nnc1-c1ccccc1	-2	7	3	·	12	·	-8	-2	-2
N#CC1=C(N)NC(=S)C(C(N)=O)C1c1ccc(Cl)cc1Cl (stereo unspecified)	0	0	16	4	-1	8	1	0	-3
COc1ccc(S(=O)(=O)N2CCC(=O)N2)cc1	1	-3	1	-1	-5	3	-3	5	0
CN(c1ccccc1)c1ncccn1	5	-5	4	·	7	·	-2	-2	-1
Nc1ccccc1C(=O)N/N=C1/C2CN3CCN(C2)CC1(Cc1ccccc1)C3	-1	7	1	5	11	5	3	1	2
O=C(c1cc(-c2cccc(Cl)c2)on1)N1CCN(c2ccc(F)cc2)CC1	-2	3	2	1	-10	-2	-4	6	-2
CCO[C@@H]1OC(C(=O)N2CCCCCCC2)=C[C@H](C2CCCCC2)[C@H]1CCCO	1	-3	3	-2	8	2	-1	2	-1
O=C1CSC(=S)N1/N=C/c1cccnc1	6	4	1	-1	12	-4	1	9	1
CN(CC(=O)Nc1cccc(F)c1)C(=O)c1cc2c(s1)CCCCC2	0	4	-7	6	6	-4	-2	6	3
N#Cc1ccccc1CSc1nc2ccc(NC(=O)c3ccccc3C(=O)O)cc2s1	-2	2	-1	4	-3	-7	2	11	0
Cc1cccc(OCC(=O)N2CCN(C(=O)c3cccs3)CC2)c1	2	0	9	4	2	-5	0	1	0
O=C(O)c1cc(S(=O)(=O)NC(CO)C(O)c2ccc([N+](=O)[O-])cc2)ccc1Br (stereo unspecified)	-5	11	5	2	13	13	-5	4	4
COc1ccc(CN2CN(C(C)C)CSC2=S)cc1	3	4	-5	2	7	5	-2	-4	-2
CCOc1ccc(Oc2ccc(S(=O)(=O)N3CCOCC3)cc2NC(=O)C2=COCCO2)cc1	-3	5	0	2	8	9	4	4	-1
O=C(NCCCNC(=O)c1ccccn1)c1cccc(F)c1	-3	0	1	2	1	-5	1	1	-3
CN(C)c1ccc(NC(=O)CC2NCCNC2=O)cc1 (stereo unspecified)	2	4	2	-2	14	2	-3	6	3
COC(=O)c1ccccc1NC(=O)CN1C(=O)NC2(CCCCCCC2)C1=O	2	-4	·	3	-8	0	-2	-4	-2
CCOC(=O)C1CCN(C(=O)CCN2C(=O)C3C4C=CC(C4)C3C2=O)CC1 (stereo unspecified)	2	11	5	-2	10	-3	-1	29*	2
Cc1occc1-c1nnc(SCC(=O)c2ccc(Cl)cc2)n1C	2	1	22	3	8	-1	1	4	2
Cc1c(NC(=O)/C(=C/c2cccs2)NC(=O)c2ccccc2)c(=O)n(-c2ccccc2)n1C	4	8	1	5	17	4	-2	2	7
O=C(CN1CCOc2ccccc21)NCc1ccc(Cl)cc1	2	4	-8	6	3	11	-4	-9	1
O=C(CSc1nc(-c2ccc(F)cc2)cc(C(F)(F)F)n1)Nc1ccc2c(c1)OCO2	0	-2	4	-1	3	5	-4	6	1
CCNc1nc(Oc2ccc(=O)[nH]n2)nc(N2CCOCC2)n1	1	-2	-2	3	0	0	5	-1	2
Cc1ccc(CN(Cc2cc3cc(C)ccc3[nH]c2=O)C(=O)N2CCOCC2)cc1	2	-1	0	2	0	-1	-2	2	3
Cc1ccsc1CNc1ncnc2ccc(-c3c(C)noc3C)cc12	0	·	·	2	0	4	·	0	·
C[C@H]1CN([C@@H](C)CO)C(=O)c2cccc(NC(=O)Nc3ccc(C(F)(F)F)cc3)c2O[C@@H]1CN(C)C(=O)Nc1ccc(F)cc1	1	·	·	52*	17	-13	·	3	·
CC1CCCCC1NC(=O)COC(=O)c1ccc2c(c1)NC(=O)CS2 (stereo unspecified)	-3	·	·	5	-4	-1	·	-2	·
CC(C)[C@H](NC(N)=O)C(=O)Nc1cccc([N+](=O)[O-])c1	-3	1	6	3	-3	6	3	6	0
CCc1ccc(N2CC(C(=O)OCc3csc(CC(=O)Nc4ccccc4C)n3)CC2=O)cc1 (stereo unspecified)	4	3	·	-1	-6	2	-7	6	0
Cc1ccccc1-n1c(SC(C)C(=O)N2CCN(C)CC2)nc2ccccc2c1=O (stereo unspecified)	-4	-6	5	-1	11	-1	-1	-1	-1

A run of entries taken from the entries so far:
mol	PAD4 inh	LYPLA2 inh	GSTO1 counter	PAFAH1B2 FP inh	PREPL inh	PAFAH1B3 inh	PME-1 inh	pPAFAH FP inh	LYPLA1 inh
CC1CCCCC1NC(=O)COC(=O)c1ccc2c(c1)NC(=O)CS2 (stereo unspecified)	-3	·	·	5	-4	-1	·	-2	·
CC(C)[C@H](NC(N)=O)C(=O)Nc1cccc([N+](=O)[O-])c1	-3	1	6	3	-3	6	3	6	0
CCc1ccc(N2CC(C(=O)OCc3csc(CC(=O)Nc4ccccc4C)n3)CC2=O)cc1 (stereo unspecified)	4	3	·	-1	-6	2	-7	6	0
Cc1ccccc1-n1c(SC(C)C(=O)N2CCN(C)CC2)nc2ccccc2c1=O (stereo unspecified)	-4	-6	5	-1	11	-1	-1	-1	-1

One compound at a time, from the list above. Order of values: PAD4 inh | LYPLA2 inh | GSTO1 counter | PAFAH1B2 FP inh | PREPL inh | PAFAH1B3 inh | PME-1 inh | pPAFAH FP inh | LYPLA1 inh
Cc1ccccc1-n1c(SC(C)C(=O)N2CCN(C)CC2)nc2ccccc2c1=O (stereo unspecified) reads -4 | -6 | 5 | -1 | 11 | -1 | -1 | -1 | -1
CCc1ccc(N2CC(C(=O)OCc3csc(CC(=O)Nc4ccccc4C)n3)CC2=O)cc1 (stereo unspecified) reads 4 | 3 | · | -1 | -6 | 2 | -7 | 6 | 0
CC1CCCCC1NC(=O)COC(=O)c1ccc2c(c1)NC(=O)CS2 (stereo unspecified) reads -3 | · | · | 5 | -4 | -1 | · | -2 | ·

Not all compounds are listed. The share of hits here may be higher or lower than overall.
